UHRF1 binding: UHRF1 methyl-DNA binding inhibition | Q96T88 | inhibition, % at 4.4 µM | UHRF1 binding to methylated oligo, TR-FRET | 370,000 compounds, 0.75% hits; in the data active means inhibition above about 21%;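 further: UHRF1 SRA domain binding a hemimethylated CpG hairpin DNA probe; 0% = median of test compound wells and 100% = reference inhibitor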
MBD2 inh: inhibitors of human MBD2 binding to methylated oligonucleotide; Q9UBB5; TR-FRET; inhibition, % at 4.4 µM; 370,000 compounds, 0.31% hits; AID 686964; in the data active means inhibition above about 13%
Target sequence (Q9UBB5 whole entry, looked up): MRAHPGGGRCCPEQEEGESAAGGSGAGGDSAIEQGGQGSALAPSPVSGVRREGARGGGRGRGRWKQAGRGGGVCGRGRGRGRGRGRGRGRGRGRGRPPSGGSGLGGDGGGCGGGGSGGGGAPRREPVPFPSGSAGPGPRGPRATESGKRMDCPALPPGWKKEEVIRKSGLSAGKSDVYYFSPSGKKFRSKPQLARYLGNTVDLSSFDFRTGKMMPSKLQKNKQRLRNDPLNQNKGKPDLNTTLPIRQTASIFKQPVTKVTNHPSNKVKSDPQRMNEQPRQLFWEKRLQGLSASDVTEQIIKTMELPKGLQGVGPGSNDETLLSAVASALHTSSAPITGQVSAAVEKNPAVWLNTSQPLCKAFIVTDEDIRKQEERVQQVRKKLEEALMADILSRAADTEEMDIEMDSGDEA
ADAM17 inh: inhibits human ADAM17; recombinant ADAM17, EDANS/DABCYL FRET peptide cleavage; inhibition, % at 6.95 µM; 370,000 compounds, 0.83% hits;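 active means inhibition above the mean of compounds lying between control limits plus 3 SD, set per campaign, cut at about 8.5% in these data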;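 further: 0% = DMSO-only wells as the low control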
PLC-gamma1 inh: inhibitors of human phospholipase C gamma1 | 370,000 compounds, 0.84% hits | inhibition, % at 12.2 µM | P19174 | purified PLC-gamma1, fluorogenic substrate, fluorescence; in the data active means inhibition above about 9.5%
DDE Tn6 FP inh: disrupts Tn6 cyclic peptide binding to fibrin D-Dimer-E complex; P02675; Fibrin DD(E) TRITC-Tn6 fluorescence polarization displacement; inhibition, % at 8.3 µM; 370,000 compounds, 0.21% hits; AID 720509;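 active means inhibition above a per-campaign cutoff: mean of compounds within control limits plus 3 SD, cut at about 15% in these data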;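 further: 0% = median of all compound wells on the plate and 100% = blocking peptide control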
Tn7 DDE FP: disrupts Tn7 cyclic peptide binding to fibrin D-Dimer-E complex. FP displacement of FITC-Tn7 peptide from fibrin DD(E); 0% = median of compound wells per plate. inhibition, % at 8.3 µM. 370,000 compounds, 0.13% hits. AID 720508;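 active means inhibition above the mean of compounds falling within the control limits plus 3 SD of them, cut at about 14% in these data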;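 further: 0% = plate median of compound wells and 100% = 10 µM Aha-Tn7 peptide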
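Measure: % inhibition scaled between sample-field median and high-control FP; Test system: human fibrin DD(E); Quantity: 2 µM final DD(E) protein; Doses: one dose, 8.3 µM nominal; Schedule: compound with protein 10 min, then 3 h after probe, room temperature; Detection: fluorescence polarization; Medium: Tris buffer with calcium and detergent, pH 7.8.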
ARFGAP1 inhibitor: rat ARFGAP1 inhibition. Arfgap1-stimulated ARF1 GTP hydrolysis, GDP FP detection. inhibition, % at 16.5 µM. 360,000 compounds, 0.26% hits;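 active means inhibition above a per-plate limit, mean inhibition of low control wells plus 3 SD, cut at about 25% in these data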;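 further: 0% = DMSO wells with enzyme and 100% = wells lacking Arfgap1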
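Assay system: purified rat His6-Arfgap1 residues 1-136 (GAP domain); Reagent: human Δ17 ARF1 bound to GTP; Dosing: 16.5 µM single point, 1.26% DMSO; Times: GTP hydrolysis reaction 2 h at 25 °C; Signal: FP, GDP Alexa 633 tracer displaced from anti-GDP antibody, 620/688 nm; Measure: % inhibition from polarization.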
ASAP1 inh: inhibitors of human ASAP1 ArfGAP activity | ASAP1-stimulated ARF1 GTP hydrolysis, GDP FP detection | inhibition, % at 16.5 µM | 360,000 compounds, 0.19% hits | AID 624377; in the data active means inhibition above about 25%;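 further: 0% = vehicle with enzyme and substrate and 100% = no enzyme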
Target sequence (Q9ULH1 325-724 limits assumed): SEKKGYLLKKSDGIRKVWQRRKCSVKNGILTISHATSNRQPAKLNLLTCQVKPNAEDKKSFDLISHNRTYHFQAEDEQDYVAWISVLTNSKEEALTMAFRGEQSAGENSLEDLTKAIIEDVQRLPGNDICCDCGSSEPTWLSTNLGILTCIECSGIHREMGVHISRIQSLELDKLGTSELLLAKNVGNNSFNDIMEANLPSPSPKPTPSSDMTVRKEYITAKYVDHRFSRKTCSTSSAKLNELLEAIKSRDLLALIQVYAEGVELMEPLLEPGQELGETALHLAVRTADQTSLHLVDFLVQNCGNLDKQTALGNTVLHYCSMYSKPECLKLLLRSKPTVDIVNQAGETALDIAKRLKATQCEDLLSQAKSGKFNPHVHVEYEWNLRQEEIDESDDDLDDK
PLC-beta3 inh: blocks human PLC-beta3 enzyme activity. Q01970. 370,000 compounds, 0.18% hits. Purified PLC-beta3, fluorogenic substrate, fluorescence. inhibition, % at 12.2 µM; in the data active means inhibition above about 11%;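 further: 0% = median of compound wells on plate and 100% = full blocker control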
KLK7 zymogen act: activators of human kallikrein-7 zymogen; AID 652039; activation, % at 7 µM; 370,000 compounds, 0.9% hits; purified proKLK7, EDANS-DABCYL substrate fluorescence; 100% is mature enzyme control, 0% vehicle; P49862;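 active means activation above the mean of all tested compounds plus 3 SD, computed per campaign excluding outliers beyond control limits, cut at about 13% in these data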
Target sequence (P49862 whole entry, looked up): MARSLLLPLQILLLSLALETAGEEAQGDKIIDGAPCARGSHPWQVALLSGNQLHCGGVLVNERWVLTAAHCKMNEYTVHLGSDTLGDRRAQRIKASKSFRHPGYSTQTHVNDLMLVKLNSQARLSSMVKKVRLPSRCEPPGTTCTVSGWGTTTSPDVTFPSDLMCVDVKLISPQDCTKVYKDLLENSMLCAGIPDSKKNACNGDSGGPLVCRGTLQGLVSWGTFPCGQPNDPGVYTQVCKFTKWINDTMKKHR
Numbers without * were called inactive; nt = not tested or not shown; & = joins results of further samples.

SMILES	UHRF1 binding	MBD2 inh	ADAM17 inh	PLC-gamma1 inh	DDE Tn6 FP inh	Tn7 DDE FP	ARFGAP1 inhibitor	ASAP1 inh	PLC-beta3 inh	KLK7 zymogen act
Nc1nc(N)c(Cc2ccc(Cl)cc2Cl)c(N)n1	0.0	-4.6	-1.4	1.4	-0.2	-3.7	-4.0	-8.7	2.5	-0.6
Cc1nnc(NC(=O)CSc2nnc(-c3ccco3)n2C(C)C)s1	0.6	6.9	-7.0	2.8	-1.6	1.9	7.3	12.8	-8.4	0.2
O=[N+]([O-])c1cc2cccnc2c2ncccc12	0.8	-2.0	-4.0	1.5	0.8	7.1	-0.1	2.3	-6.8	-0.5
Cc1ccnc(OC(C(=O)O)C(OCc2ccccc2)(c2ccccc2)c2ccc(C(F)(F)F)cc2)n1 (stereo unspecified)	-0.2	-4.3	5.7	0.6	5.1	5.0	-22.3	-2.1	-1.6	-0.3
CN(C(=O)c1cc2c(s1)-c1ccccc1S(=O)(=O)C2)c1ccccc1	0.1	-3.8	0.2	3.8	0.9	-4.4	-3.1	-2.3	-3.2	0.6
COc1ccc(C(C(=O)NC(C)(C)C)N(CCO)C(=O)CCC(=O)Nc2cc(C)on2)cc1 (stereo unspecified)	-0.2	-6.0	-0.3	-1.8	3.2	-3.8	6.3	-13.8	-2.8	0.0
O=C(COC(=O)c1cnccn1)c1ccc(Br)cc1	-2.3	2.0	-9.8	-0.4	5.8	5.2	5.5	-2.0	0.2	0.0
NC(=O)c1c(NC(=O)C2CCCO2)sc2c1CCCCC2 (stereo unspecified)	-0.5	0.2	-2.4	-16.7	3.1	-11.7	12.0	-2.7	-24.0	0.3
CCOc1ccc(/C=N/Nc2nc(N3CCCC3)nc(N3CCCC3)n2)cc1OC	-2.6	2.0	2.8	3.1	-1.8	-4.7	4.3	8.1	-0.5	-0.3
CN(CCc1ccccn1)C(=S)Nc1cccc(S(=O)(=O)N(C)C)c1	-0.2	1.5	-2.9	-1.2	7.8	6.0	-0.1	-0.9	-7.1	-1.1
CCC(C)N(C(=O)COc1ccc(Cl)c2cccnc12)C1CCS(=O)(=O)C1 (stereo unspecified)	1.3	-7.0	-22.0	-108.0	1.4	-0.6	-8.9	14.1	-125.8	3.1
CCN(CC)CCn1c(NCc2ccco2)nc2ccccc21	-3.0	-0.8	0.3	-1.4	-0.1	-1.0	6.1	14.8	-1.6	0.3
COc1cc(C(=O)N2CCN(S(=O)(=O)c3ccc(C(C)C)cc3)CC2)ccc1OCC(=O)N1CCOCC1	0.7	-2.6	2.3	0.6	12.5	-2.9	-4.4	-0.5	-3.3	-0.4
CC(C)NC(=O)N(C)C[C@H]1Oc2ccc(NS(=O)(=O)c3cn(C)cn3)cc2C(=O)N([C@H](C)CO)C[C@@H]1C	11.8	0.6	-3.1	0.4	3.1	1.9	6.1	1.9	0.6	-0.9
O=C(CSc1nnc(-c2ccco2)n1Cc1ccco1)N1CCOCC1	1.4	4.2	-3.0	-2.5	3.1	5.5	-1.4	-5.9	-2.1	0.6
NC(=O)C1CCN(C(=O)COc2ccc3c4c(c(=O)oc3c2)CCC4)CC1	-1.7	-5.5	-51.8	-8.1	-2.1	-11.2	6.6	-5.3	-7.1	-1.2
C=CCn1c(SCc2nc3scc(-c4ccccc4)c3c(=O)[nH]2)nnc1-c1ccccc1F	0.5	5.1	1.2	-8.6	-10.7	4.0	-9.4	3.8	-9.4	-0.3
O=S(=O)(NCC1CCCO1)c1ccccc1 (stereo unspecified)	2.3	0.2	-1.7	2.1	-3.5	-2.7	-6.0	3.9	-2.0	0.0
O=C(NCCCN1CCOCC1)c1ccc(S(=O)(=O)Nc2ccccc2F)cc1	-3.1	-6.6	-4.7	3.6	3.1	1.2	11.2	-4.7	-1.2	-0.6
O=C(CSc1nnc(-c2cccs2)n1Cc1ccco1)Nc1ccc2c(c1)OCO2	0.0	0.4	-3.4	1.1	1.6	3.7	-11.7	-3.2	1.8	0.4

Reprinted at random: two records from the list.
SMILES	UHRF1 binding	MBD2 inh	ADAM17 inh	PLC-gamma1 inh	DDE Tn6 FP inh	Tn7 DDE FP	ARFGAP1 inhibitor	ASAP1 inh	PLC-beta3 inh	KLK7 zymogen act
NC(=O)C1CCN(C(=O)COc2ccc3c4c(c(=O)oc3c2)CCC4)CC1	-1.7	-5.5	-51.8	-8.1	-2.1	-11.2	6.6	-5.3	-7.1	-1.2
COc1cc(C(=O)N2CCN(S(=O)(=O)c3ccc(C(C)C)cc3)CC2)ccc1OCC(=O)N1CCOCC1	0.7	-2.6	2.3	0.6	12.5	-2.9	-4.4	-0.5	-3.3	-0.4

The main list resumes, repeating the two entries before the break.
SMILES	UHRF1 binding	MBD2 inh	ADAM17 inh	PLC-gamma1 inh	DDE Tn6 FP inh	Tn7 DDE FP	ARFGAP1 inhibitor	ASAP1 inh	PLC-beta3 inh	KLK7 zymogen act
O=C(NCCCN1CCOCC1)c1ccc(S(=O)(=O)Nc2ccccc2F)cc1	-3.1	-6.6	-4.7	3.6	3.1	1.2	11.2	-4.7	-1.2	-0.6
O=C(CSc1nnc(-c2cccs2)n1Cc1ccco1)Nc1ccc2c(c1)OCO2	0.0	0.4	-3.4	1.1	1.6	3.7	-11.7	-3.2	1.8	0.4
COCc1c(C(=O)OCC(=O)Nc2ccc(OC(F)F)cc2)oc2ccccc12	1.0	-1.2	0.9	-3.8	-7.7	-1.9	1.4	6.8	-5.6	-0.1
C[C@H]1CN(S(=O)(=O)C(C)(C)C)[C@@H](CCO)/C1=C\CCO	0.4	3.2	3.2	10.6*	5.9	-0.1	1.0	6.2	0.6	0.3
C[n+]1ccccc1/C=N/O	-1.4&-0.8	0.5&2.4	-2.1&-2.2	-0.8&-7.3	-1.9&-0.3	0.6&-2.1	9.2&4.2	7.5&3.9	1.7&5.8	-0.2&0.5
Cn1c(=O)c2[nH]c(C3CC4CCC3C4)nc2n(C)c1=O (stereo unspecified)	-1.3	-0.3	-0.7	1.0	1.8	0.8	-3.0	-9.0	0.6	0.3
O=S1(=O)CC(N2CCSCC2)CN1Cc1cn(Cc2cccc(C(F)(F)F)c2)nn1 (stereo unspecified)	-1.6	-6.0	-2.7	0.4	13.6	-2.2	-10.8	4.0	5.5	-0.2
Brc1ccc(CN2CC[C@H]3C=CCc4cccc(c43)C2)cc1	-0.8	-5.7	-4.0	-5.2	2.2	-3.2	-0.8	8.5	-16.7	0.6
CCC(Cc1ccccc1)NS(=O)(=O)c1ccc2c(c1)NC(=O)CS2 (stereo unspecified)	-0.9	5.2	0.7	-6.0	2.4	1.3	-1.6	2.2	-7.9	1.0
CC1=C(C(=O)N(C(C)C)C(C)C)CC(CC(=O)NCc2cccc3ccccc23)C(=O)N1Cc1ccc(C(C)(C)C)cc1 (stereo unspecified)	0.4	-2.4	-0.5	0.0	10.1	9.9	7.6	-1.3	1.4	0.1
COc1cccc(C(=O)NNC(=O)c2ccccc2-n2cccc2)c1	2.2	0.9	-0.2	0.7	-2.8	-8.0	-3.9	6.9	4.4	0.4
CC(C)C(C(=O)Nc1ccc(N2CCOCC2)cc1)N1C(=O)c2ccccc2C1=O (stereo unspecified)	-2.3	-9.9	2.7	2.1	6.8	-6.2	-1.0	-4.2	-1.4	0.4
CC(=O)N1CCCc2cc(S(=O)(=O)N3CCCC(C)C3)ccc21 (stereo unspecified)	-0.9	0.5	0.0	-1.9	6.0	3.5	-8.5	-3.9	-4.3	-0.2
Cc1cc(NC(=O)c2ccc(Cl)cc2)c(C(C)C)cc1O	1.2	3.6	-3.5	-0.1	1.6	6.0	-11.9	-2.9	-0.5	-0.7
O=C1c2ccccc2/C(=C\c2ccc3[nH]ccc3c2)N1c1ccccc1	4.2	0.3	-10.3	-152.0	-9.8	-6.7	20.9	9.3	-222.8	-9.0
CC(C)CNS(=O)(=O)c1ccc(CCC(=O)N2CCN(Cc3ccccc3)CC2)cc1	1.1	2.9	-2.2	1.3	-9.8	-9.5	10.8	-5.8	3.1	-0.6
CCOc1ccc(C(=O)COC(=O)CC)cc1	0.1	3.3	-5.2	-1.2	-5.7	3.1	1.2	-5.3	-0.1	-0.3
Cc1ccc(OCC(=O)NCCNC(=O)c2ccco2)cc1C	-1.4	2.0	-4.1	-1.8	1.3	0.9	8.9	-6.2	-10.1	-0.3
COCCN(C(=O)COC(=O)C1(c2ccccc2)CC1)c1c(N)n(CC(C)C)c(=O)[nH]c1=O	0.3	2.5	-4.3	2.8	1.9	-1.6	6.1	1.0	0.9	-0.1
O=C(NC(N1CCOCC1)C(Cl)(Cl)Cl)c1ccc(Br)cc1 (stereo unspecified)	16.8	5.7	0.9	-1.1	6.6	11.8	-10.7	12.6	-1.1	-0.5
O=C(NCCN1CCOCC1)C1CCC(=O)N1Cc1ccccc1Cl (stereo unspecified)	0.0	1.9	-2.7	-2.7	-1.0	3.3	2.7	1.8	2.0	0.5
O=C(NCc1ccco1)C1CCCN(S(=O)(=O)c2cccs2)C1 (stereo unspecified)	4.0	0.1	1.6	3.1	6.0	-2.5	nt	nt	2.1	0.4
O=C(NCCCn1ccnc1)C1CCCN(S(=O)(=O)c2cc(Cl)ccc2Cl)C1 (stereo unspecified)	0.2	-0.5	-0.6	1.6	1.1	6.0	-1.0	7.5	-0.9	-0.1
C=CCNC(=O)CN1C(=O)NC(C)(c2ccc(OC)cc2)C1=O (stereo unspecified)	-1.5	-2.3	-0.2	0.6	-5.2	-2.7	5.6	2.6	1.3	0.6
Nc1c(-c2cccc(Cl)c2)cnn1-c1cccc(C(F)(F)F)c1	0.1	5.3	8.6*	7.2	-11.9	-8.2	-0.7	6.8	6.5	-0.2
COc1cccc(OCC(=O)NNC(=O)c2ccc3ccccc3c2)c1	0.6	-0.1	-9.2	-2.6	7.7	9.4	0.7	-9.6	-10.3	0.8
O=C(NCc1ccc(F)cc1)c1ccc2c(=O)n3c(nc2c1)CCCCC3	-1.4	-7.0	-1.0	4.2	4.9	5.4	6.6	-10.6	3.1	0.5
c1ccc(-c2nnc(-c3c[nH]c4ccccc34)nc2-c2ccccc2)cc1	0.3	-5.2	8.7*	-9.5	-15.8	6.9	7.5	-2.3	-11.2	-0.6
O=c1cnnc(Nc2cccc(F)c2)[nH]1	6.2	3.0	6.6	4.5	-3.3	-7.8	-0.9	5.3	8.4	-0.8
Oc1ccc(/C=N/n2c3ccccc3c3ccccc32)cc1	-3.2	1.1	-2.6	-13.3	3.5	0.3	0.8	1.9	-18.8	-0.4
Cc1ccc([C@H]2C[C@@H](O)[C@H](n3cc(C4CC4)nn3)CN2C(=O)c2cccs2)cc1	0.4	3.6	-1.6	-2.1	0.7	-6.7	4.8	10.4	1.6	0.2
NC(CCc1ccccc1)c1csc(NC(=O)NCC2CCCCC2)n1 (stereo unspecified)	-0.6	-2.6	3.9	6.6	1.1	1.9	7.5	-0.9	4.1	0.1
c1ccc(-c2cc(N3CCOCC3)nc3ccccc23)cc1	1.9	3.3	-103.6	-75.0	4.2	9.4	13.0	-5.6	-113.9	-4.5
Cc1cc(/C=C2/SC(=O)NC2=O)c(C)n1-c1ccc(N2CCOCC2)cc1	9.3	3.8	-1.0	-2.7	8.2	4.8	-9.0	10.8	-9.3	0.6
O=C(COC(=O)c1ccc2ccccc2c1O)NCC(F)(F)F	-2.5	-2.4	-23.6	-10.0	6.5	0.1	0.6	3.8	-23.3	3.1
